# From PubChem BioAssay
# sdo1 growth – sdo1-depleted yeast growth rescue. S. cerevisiae sdo1-depleted JHY4D growth rescue, OD600 30 h; hits give high values; pdr5 snq2 efflux-pump mutant strain. z-score at 10 µM. 140,000 tested, 0.21% active. AID 817;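 active means z-score above 3 at both the 24 hr and the 30 hr optical density reads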;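 further: z-score against mean and SD of all compound wells on the same plate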
# Insulin prom inh – TRM-6 insulin promoter activity inhibition; TRM-6 cells (human fetal islet line), insulin promoter-eGFP reporter, imaging; reporter expression induced with tamoxifen; inhibition, % at 2 µM; 130,000 tested, 0.9% active;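 active means inhibition above the mean plus 3 SD, with well images judged a real hit on visual review, cut at about 60% in these data, passing the limit was not always enough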
# sdo1 growth Rescue 24 h – further read-out of sdo1 growth, marked with its call; z-score; S. cerevisiae sdo1-depleted JHY4D growth rescue, OD600; measured here: growth rescue at 24 h;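 0 is the plate mean of compound wells and units are plate SD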
# * marks the source's active call; other numbers are inactive results; i = inactive; x = no result given. Not all compounds are listed; the hit share may differ from the screen's.
No.	compound	sdo1 growth	Insulin prom inh	sdo1 growth Rescue 24 h
1	CN(C(=O)Oc1ccc(C(=O)c2ccc(Cl)cc2)cc1)c1ccccc1	-0.49	-2.7	-0.28
2	O=c1[nH]c(=S)n(Cc2ccco2)c(O)c1C=NCc1cccs1	-0.57	27.8	-0.71
3	CCN(CC)CCNC(=O)c1c(O)c2ccccc2n(Cc2ccccc2)c1=O	-1.63	20.0	-2.58
4	CCC(=NCc1ccco1)c1c(O)n(C2CCCCC2)c(=O)[nH]c1=O	-1.42	-6.7	-1.5
5	Cc1nc2ccccc2c(=O)n1-c1ccccn1	-0.27	44.4	-0.96
6	C=CCn1c(O)c(C=NCCN(C)C)c(=O)[nH]c1=O	0.03	x	-0.19
7	CCC(=NCCCN(C)C)c1c(O)n(-c2ccc(OC)cc2)c(=O)[nH]c1=O	0.52	0.0	0.52
8	COc1ccc(C2SCC(=O)Nc3c2c(C)nn3C2CCOC(C)(C)C2)cc1 (stereo not given)	0.53	-41.9	-0.14
9	COc1ccccc1Cn1c(SCC#N)nc2cc(C(=O)N3CCC4(CC3)OCCO4)ccc2c1=O	x	0.0	x
10	COc1ccc(CN2CCN(c3ccccc3)CC2)c(C)c1C	0.1	x	-0.82
11	O=C(CN1CCCCC1)c1ccccc1Cl	-0.15	3.9	-0.61
12	CC(=O)OC1(c2ccccc2)CC(C(C)(C)C)CN(C(C)(C)C)C1 (stereo not given)	-0.06	15.4	-0.33
13	Clc1cccc(N2CCNCC2)n1	x	8.6	x
14	Cc1ccc(C2N(c3cc(C)on3)C(=O)C3CCCN32)cc1 (stereo not given)	1.27	x	0.28
15	CCC(=O)OC1(c2ccccc2)CCN(C)CC1C (stereo not given)	x	50.0	x
16	CNC(=O)ON(C(=O)NC)C1N(C)C(=S)SC1(C)C (stereo not given)	0.73	x	0.97
17	CCc1ccc(CN2CCN(Cc3cc(Br)ccc3O)CC2)cc1	x	-42.9	x
18	O=C1CN=C(c2ccc(F)cc2)c2oc3ccccc3c2N1	x	-13.3	x
19	CN1CCc2c(c(N3CCCCC3)nc3n[nH]c(N)c23)C1	-0.4	-228.0	-0.82
20	O=[N+]([O-])c1ccc(N2CCNCC2)cc1NC1CC1	0.68	-22.6	0.64
21	CC(C)Oc1cc(-n2c(=S)[nH]c3ccccc3c2=O)c(Cl)cc1Cl	-2.76	10.0	-1.68
22	COc1cccc(-n2c(C)nc3ccccc3c2=O)c1	-0.82	-18.8	-1.48
23	NP(=O)(OCC(F)(F)F)Oc1cccc2ccccc12 (stereo not given)	0.49	18.8	-0.26
24	Cc1c(C(=O)N2CCC3(CC2)OCCO3)oc2ccc(S(=O)(=O)N3CCCCC3)cc12	1.38	38.9	1.5
25	Nc1ccccc1C(=O)c1ccccc1	1.26	x	3.29

# The final 2 entries of the part before lead into the next:
No.	compound	sdo1 growth	Insulin prom inh	sdo1 growth Rescue 24 h
24	Cc1c(C(=O)N2CCC3(CC2)OCCO3)oc2ccc(S(=O)(=O)N3CCCCC3)cc12	1.38	38.9	1.5
25	Nc1ccccc1C(=O)c1ccccc1	1.26	x	3.29
26	NP(=O)(OCC(F)(F)F)Oc1ccccc1 (stereo not given)	x	-38.5	x
27	Cc1cccc(OP(=O)(Nc2cccnc2)Oc2cccc(C)c2)c1	-1.2	-26.5	-1.38
28	Cc1cccc(-n2c(O)c(/C=N/Nc3nc4c(c(=O)n(C)c(=O)n4C)n3C)c(=O)[nH]c2=S)c1	0.14	-34.7	-0.25
29	Nc1ccccc1C(=O)OCCOc1ccccc1	-0.13	x	0.21
30	C=CCN1C(=O)/C(=C/c2ccc3c(c2)CCCN3CCC)C(=O)NC1=S	-1.39	-20.6	-0.52
31	COC(=NC1CCCC1)C(O)c1c[nH]c2ccccc12 (stereo not given)	0.72	i	1.11
32	CC(=NCCC(c1ccccc1)c1ccccc1)c1c(O)n(C)c(=O)n(C)c1=O	-1.16	x	-0.51
33	O[C@@H]1CCCC[C@H]1N1CCC(c2ccccc2)CC1	0.79	x	0.93
34	CCN1CCC2(CCNC2)C1 (stereo not given)	0.91	x	2.49
35	O=c1[nH]c(=S)n(C2CC2)c(O)c1/C=N/Nc1cccc2ccccc12	-0.11	x	-0.6
36	CC(C)C[C@H]1C(=O)N2CCCC2[C@]2(O)O[C@](NC(=O)[C@@H]3C=C4c5cccc6[nH]cc(c56)CC4N(C)C3)(C(C)C)C(=O)N12 (stereo not given in full)	-0.09	-145.4	-0.67
37	O=C(Cn1nc(-c2ccccc2)ccc1=O)N1CCC2(CC1)OCCO2	x	-21.4	x
38	Cc1cc(OC(=O)c2ccco2)c2c3c(c(=O)oc2c1)CCCC3	-2.27	51.4	-1.62
39	CC(=NCCCN1CCOCC1)c1c(O)n(-c2ccccc2C)c(=O)[nH]c1=O	1.91	29.7	1.92
40	Cc1cccc(N2C(=O)/C(=C/N3CCN(C(=O)c4ccco4)CC3)C(=O)NC2=S)c1	0.93	-25.7	0.97
41	C=CCn1c(=O)c(C=Nc2cccnc2Cl)c(O)n(CCCC)c1=O	0.3	-7.1	0.06
42	O=C(c1ccc2c(c1)OCO2)C1CCCN(Cc2ccccn2)C1 (stereo not given)	x	6.7	x
43	COc1ccc(CCNCc2ccccn2)cc1OC	0.49	-60.0	0.38
44	Cc1cccn2c(=O)c3c(nc12)N1CCc2ccccc2C1C1(C3)C(=O)NC(=O)N(C)C1=O (stereo not given)	-0.28	-13.9	-0.11
45	OCCN1C2CCC1CC(O)(c1ccc(F)cc1)C2 (stereo not given)	0.54	-4.3	-0.14
46	CCCCN1C(=O)NC(=O)C2(Cc3cc(C)ccc3N(C)C2)C1=O (stereo not given)	-1.06	43.8	-0.51
47	COc1ccc(Cn2c(O)c(C=NCCCn3ccnc3)c(=O)[nH]c2=O)cc1	0.96	-14.3	1.63
48	COc1cc(/C=C2\C(=O)NC(=O)N(c3ccccc3)C2=O)cc(OC)c1O	0.42	x	0.82
49	O=C(CSC1c2ccccc2-c2ccccc21)N/N=C/c1ccccc1O	-0.87	29.0	-0.65
50	CC(C)(C)c1nc(NCc2ccc3c(c2)OCO3)c2nnn(Cc3ccccc3Cl)c2n1	-1.16	13.8	0.24
51	COc1ccc(OCC(=O)N2CCN(C3CCC(c4ccccc4)CC3)CC2)cc1 (stereo not given)	-1.87	-55.9	-1.12
52	Cc1ccc(-n2nc(C)c3c2NC(=O)CSC3c2ccc3c(c2)OCO3)cc1 (stereo not given)	0.13	x	-0.25
53	CC(C)C/C(=N/O)c1c[nH]c2ccccc12	-0.08	x	0.19
54	O=C(c1ccc(Cl)cc1)C12CN3CN(CN(C3)C1)C2	0.8	x	-0.05
55	CCCCn1c(NC(=O)c2ccc(Br)o2)c(C(=O)OCC)c2nc3ccccc3nc21	-0.65	-14.3	-1.07
56	CCn1c(=O)cc(SCC(=O)N2CCC3(CC2)OCCO3)c2ccccc21	-0.49	x	-0.43
57	Cn1c2ccccc2c2c(C(=O)N3CCC4(CC3)OCCO4)cn(C3CCCCC3)c(=O)c21	0.35	-13.8	0.43
58	CN(C)C(Cc1ccccc1)C(=O)c1ccccc1 (stereo not given)	-0.56	21.9	-1.14
59	C[N+]1(C)[C@@H]2CC(OC(=O)[C@H](CO)c3ccccc3)C[C@H]1[C@@H]1O[C@@H]12 (stereo not given in full)	1.48	-4.8	1.62
60	CCC(CC)N1CCN(C(=O)Cc2ccccc2)CC1	0.83	16.7	0.68
61	C=CCN1C(=O)C2(C(C(=O)OCC)=C(N)Oc3ccccc32)c2c1c1ccccc1oc2=O (stereo not given)	-1.64	-320.0	-1.16
62	CCC12CN3CCN(CC(C3)/C1=N\O)C2	0.05	x	-0.24
63	CCN1CCN(c2cc(N3CCCC3)c([N+](=O)[O-])cc2F)CC1	-0.62	-55.6	-1.73
64	O=c1[nH]c(=O)n(Cc2ccc(F)cc2)c(O)c1C=NCCCO	2.05	20.8	0.26
65	O=C1NC(=O)C(CCc2ccccn2)(Cc2cccc(Cl)c2Cl)C(=O)N1c1ccc(Br)cc1 (stereo not given)	-1.16	5.6	-0.6
66	O=[N+]([O-])c1ccc(N2CCNCC2)cc1NCc1ccco1	0.39	-8.1	0.88
67	O=P(C(c1c[nH]c2ccccc12)N1CCOCC1)(N1CCOCC1)N1CCOCC1 (stereo not given)	0.76	14.3	-0.15
68	C=Cn1ccnc1P(=S)(c1nccn1C=C)c1nccn1C=C	-0.64	-17.9	-0.63
69	COc1ccc(C(CC(=O)N2CCC3(CC2)OCCO3)NS(=O)(=O)c2ccc(C)cc2)cc1 (stereo not given)	0.96	x	0.55
70	O=C(CN1CCN(Cc2ccc(Cl)cc2)C1=O)N1CCC2(CC1)OCCO2	0.13	46.0	-0.45
71	CCOc1ccc(N=C2SCCCN2C)cc1	1.72	-6.2	2.41
72	OC1(c2ccccc2F)CC2CCC(C1)N2CCN1CCOCC1 (stereo not given)	1.33	x	0.82
73	O=C1NC(=O)C2(C(=O)N1)C(c1ccc(F)cc1)NC(=S)NC2c1ccc(F)cc1 (stereo not given)	0.35	8.6	0.45
74	COc1ccc2c(c1)c(C(=O)O)c(C)n2C(C)C	-0.41	-25.6	-0.66
75	COc1ccc(CCNCc2ccc(SC)cc2)cc1	0.67	-9.1	0.45

# 2 entries drawn at random from the list so far:
No.	compound	sdo1 growth	Insulin prom inh	sdo1 growth Rescue 24 h
65	O=C1NC(=O)C(CCc2ccccn2)(Cc2cccc(Cl)c2Cl)C(=O)N1c1ccc(Br)cc1 (stereo not given)	-1.16	5.6	-0.6
69	COc1ccc(C(CC(=O)N2CCC3(CC2)OCCO3)NS(=O)(=O)c2ccc(C)cc2)cc1 (stereo not given)	0.96	x	0.55

# Other entries:
No.	compound	sdo1 growth	Insulin prom inh	sdo1 growth Rescue 24 h
76	CCCSP1(=S)NCCCO1 (stereo not given)	-0.34	x	-0.39
77	Cc1cccc2c1N(N=O)CCC2	-0.04	0.0	-0.2
78	COc1ccccc1OP(=O)(Nc1cccnc1)Oc1ccccc1OC	1.04	x	1.5
79	CN1CCN(CCC(C#N)(c2ccccc2)c2ccccc2)CC1	-0.75	x	-0.58
80	CN(C)C1(c2nnnn2CCOC(=O)Nc2ccc(Cl)cc2)CCCCC1	-1.12	-25.7	-0.73
81	CC(=NCC1CCCO1)c1c(O)n(-c2ccc(Cl)cc2)c(=O)[nH]c1=O (stereo not given)	0.55	57.1	-0.33
82	CN1CCN(c2cc(N3CCNCC3)ccc2[N+](=O)[O-])CC1	0.53	50.0	0.31
83	Cc1cccc(C)c1NC1=NCCCS1	0.6	0.0	0.89
84	CCC(=NCc1ccco1)c1c(O)n(-c2ccc(C)cc2)c(=O)[nH]c1=O	-1.36	-48.6	-0.92
85	O=P(/C(=N/O)N1CCOCC1)(N1CCOCC1)N1CCOCC1	0.26	-6.9	-0.81
86	COc1ccc(P2(=O)Nc3ccccc3N2)cc1	0.79	x	0.88
87	Cc1ccccc1-n1c(O)c(C=Nc2ccc3c(c2)OCO3)c(=O)[nH]c1=O	0.39	x	0.6
88	COC1=CC(=O)OC(/C=C/c2ccccc2)C1 (stereo not given)	0.92	14.3	1.22
89	CN(C)CCN=Cc1c(O)n(C2CCCCCC2)c(=O)[nH]c1=O	0.04	x	-0.46
90	CC(C)N1CCC2(CC1)NC(CO)(CO)CO2	1.67	6.5	1.92
91	CCP(=S)(CC)c1ccc(N(C)C)cc1	x	-396.3	x
92	C#C[C@]1(O)CC[C@H]2[C@@H]3CCC4=CC(=O)CC[C@]4(C)[C@H]3CC[C@@]21C	-1.76	-28.6	-1.54
93	CN1C(=O)C(=Cc2ccccc2Oc2ccc(Cl)c(F)c2)C(=O)N(C)C1=O	-0.34	-54.0	-0.99
94	CC(C)CC(NC(=O)C1CCCCC1)C(=O)N1CCC2(CC1)OCCO2 (stereo not given)	-0.11	0.0	-0.25
95	CN1CCN(C(=S)SCC(=O)Nc2ccc(Cl)cc2C(=O)c2ccccc2)CC1	-1.37	-20.0	-1.19
96	Cc1cccc(-n2c(O)c(C=Nc3ccc(Br)cn3)c(=O)[nH]c2=O)c1	x	14.3	x
97	CC(=O)c1cn(Cc2ccc(C#N)cc2)c2ccccc12	x	8.3	x
98	Cc1cccc(-n2c(O)c(/C=N/N3CCOCC3)c(=O)[nH]c2=S)c1	1.3	x	1.32
99	O=C(Cc1ccccc1)N1CCN(Cc2c[nH]c3ccccc23)CC1	-0.15	x	-0.42
100	C=CCn1c(O)c(C(C)=NCc2cc(OC)cc(OC)c2)c(=O)[nH]c1=O	-0.2	x	-0.76
101	O=C1NC(=O)N(C2CCCCC2)C(=O)C1C1c2ccccc2C(=O)N1Cc1ccccc1 (stereo not given)	1.15	x	0.97
102	Cc1ccc(CN2C(=O)CN=C(c3ccccc3)c3ccccc32)cc1	-0.92	0.0	-0.87
103	Fc1ccc(CCNCc2ccccc2Cl)cc1	0.61	-43.2	0.78
104	Cc1cccc(C2=NCC(=O)N(CC(=O)NCc3ccco3)c3sc4c(c32)CCCC4)c1	-0.22	-24.3	0.2
105	CCOC(=O)C1=C(N)Oc2ccccc2C12C(=O)N(CC(=O)OC)C(CC(=O)OC)=C2C(=O)OC (stereo not given)	0.87	-30.6	0.25
106	Cc1csc(=N)n1Cc1ccccc1	1.12	x	0.99
107	COc1ccc(C(c2c(O)c3ccccc3oc2=O)c2c(C)n(C)n(-c3ccccc3)c2=O)cc1 (stereo not given)	-0.27	64.3*	-0.73
108	Cc1c(C(=O)N2CCC3(CC2)OCCO3)oc2ccccc12	-0.45	12.5	-1.39
109	C=CC1CN2CCC1CC2c1[nH]c2ccccc2c1CCO (stereo not given)	0.04	-37.5	-0.31
110	O=C1C2CCCN2C(c2cccs2)N1c1ccccn1 (stereo not given)	1.8	x	1.67
